NR2E3 ag-1: NR2E3 agonists in two-hybrid cells, primary screen, cell-based, luminescence, CHO-S, Gal4-NCOR/VP16-NR2E3. inhibition of corepressor binding, % at 3.98 µM. AID 602229, 2012. Photoreceptor-specific nuclear receptor (Homo sapiens), Q9Y5X4. 0.35% of 360,000 active. luciferase;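 active = inhibition above the mean of all tested compounds plus 3 SD, cut at about 70% in these data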;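 also: 0% = DMSO with NR2E3 transfected cells and 100% = cells lacking NR2E3 construct; higher means lower luciferase signal from less NR2E3 corepressor binding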
Target sequence (Q9Y5X4 whole entry, looked up, the tested form may be a part): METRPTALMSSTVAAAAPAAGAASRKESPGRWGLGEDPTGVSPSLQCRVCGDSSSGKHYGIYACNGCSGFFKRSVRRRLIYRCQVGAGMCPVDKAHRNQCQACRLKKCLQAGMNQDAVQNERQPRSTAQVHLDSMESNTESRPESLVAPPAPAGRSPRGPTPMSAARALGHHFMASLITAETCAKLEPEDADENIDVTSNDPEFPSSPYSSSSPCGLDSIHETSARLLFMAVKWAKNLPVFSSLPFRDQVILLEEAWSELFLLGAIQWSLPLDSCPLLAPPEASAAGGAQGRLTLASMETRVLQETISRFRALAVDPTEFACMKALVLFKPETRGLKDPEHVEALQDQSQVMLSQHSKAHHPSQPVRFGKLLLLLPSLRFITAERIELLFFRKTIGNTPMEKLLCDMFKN
Vif inh: HIV Vif self-association inhibitors, primary screen, imaging, HEK293T, single point; 0.35% of 340,000 active; inhibition, % at 7.49 µM; AID 602346, 2012; HEK293T cells, Vif self-association by quenched fluorescence, 24 h; in the data active = inhibition above about 50%, passing the limit was not always enough; inconclusive = no clear call, values can overlap the other calls; inactive = below about 31%; also: some results filed as inactive read as strong as hits
Peg3 promoter: Peg3 promoter-driven luciferase inhibitors, primary screen, cell-based, HeLa, luciferase luminescence; HeLa PEG-Prom luciferase reporter, overnight; inhibition, % at 20 µM; 1.7% of 360,000 active; AID 588405, 2011;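 active = inhibition of at least 50% at 20 µM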
aDG glyco act: activators of alpha-DG glycosylation, primary screen, uHTS, Pro5-aDG cells, AlphaScreen. alpha-DG glycosylation AlphaScreen (IIH6); 0% Pro5, 100% B10-LARGE cell signal. activation, % at 10 µM. 0.22% of 360,000 active;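 active = activation of at least 8% versus controls, or a plate z-score of at least 8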;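 also: Pro5 are CHO cells carrying HIG-tagged alpha-DG that lacks glycosylation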
MITF TRPM1 inh: inhibitors of MITF-dependent TRPM1 promoter reporter, primary screen, cell-based, SK-MEL-5, single point, luciferase; SK-MEL-5 TRPM1 promoter luciferase, 24 h; inhibition, % at 12.5 µM; 0.83% of 330,000 active;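 active = mean inhibition across replicates of 60% or more, whatever share of single replicates reaches that level; inconclusive = some that reach 60%, reason not given; inactive = mean inhibition across replicates below 60%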; also: values of inactives mirror those of a sister screen read the other way
HIF-2a block: HIF-2a reporter inhibitors, primary screen, luminescence, 786-0 RCC cells | AID 624352, 2012 | 786-0 RCC cells HIF-2a reporter, luciferase luminescence, overnight | 0.72% of 360,000 active | inhibition, % at 18.8 µM;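 active = inhibition of the luminescence signal of 40% or more relative to plate controls, in a single-dose primary screen at 18.75 µM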
CaV13 ICDI inh: Disruptors of the CACNA1D IQ motif to Ca2+-dependent inactivation inhibitor domain association, primary screening, Förster resonance energy transfer in intact living …. HEK cells, CFP/YFP FRET ICDI-IQ, plate reader, 10 min; percent FRET-ratio fall versus neutral wells. inhibition, % at 12.3 µM. 0.098% of 340,000 active. AID 743397;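 active = mean replicate inhibition of at least 30% and at least 1% of replicates passing that level; inconclusive = only one of the two criteria is met; inactive = neither criterion is met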;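 also: 0% = median of the neutral control wells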
iPSC survival up: enhancers of single-cell hiPSC survival, primary screen, ATPlite luminescence | 100% = ROCK inhibitor wells, 0% = DMSO | survival enhancement, % at 20 µM | 0.044% of 360,000 active; in the data active = survival enhancement above about 18%;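 also: cells exposed to compounds for 16 hours before the ATP read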
NR2E3 ag-2: inhibitors of NR2E3-RetCOR corepressor binding, primary screen, NR2E3 agonist project, biochemical, TR-FRET, GST-NR2E3, biotin-RetCOR; Photoreceptor-specific nuclear receptor (Homo sapiens), Q9Y5X4; 1536-well; inhibition of corepressor binding, % at 4.78 µM; 0.12% of 320,000 active; AID 2300, 2010;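 active = percent inhibition above the cutoff of mean plus 3 SD of all tested compounds, set per screening campaign, cut at about 20% in these data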;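 also: 0% = DMSO wells and 100% = biotin wells as full block of FRET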
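system = GST-tagged NR2E3 plus biotinylated RetCOR corepressor | input = 1.35 nM GST-NR2E3 | also added = 7 nM biotin-RetCOR | schedule = 5 h incubation at 4 °C | measured by = TR-FRET with europium anti-GST and streptavidin-D2, 340 nm excitation | read-out = percent loss of FRET ratio relative to control wells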
PDI inh: inhibitors of human PDI, primary screen, biochemical, turbidity, single point, plate reader. inhibition, % at 10 µM. 0.052% of 350,000 active. Protein disulfide-isomerase (Homo sapiens), P07237. PDI insulin aggregation turbidity, A650, 90 min;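 active = mean inhibition across replicates of 30% or more, whatever share of single replicates reach that level; inconclusive = mean inhibition below 30% while every single replicate reaches 30%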;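 also: absorbance from insulin aggregation driven by PDI reduction with DTT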
Target sequence (P07237 whole entry, looked up): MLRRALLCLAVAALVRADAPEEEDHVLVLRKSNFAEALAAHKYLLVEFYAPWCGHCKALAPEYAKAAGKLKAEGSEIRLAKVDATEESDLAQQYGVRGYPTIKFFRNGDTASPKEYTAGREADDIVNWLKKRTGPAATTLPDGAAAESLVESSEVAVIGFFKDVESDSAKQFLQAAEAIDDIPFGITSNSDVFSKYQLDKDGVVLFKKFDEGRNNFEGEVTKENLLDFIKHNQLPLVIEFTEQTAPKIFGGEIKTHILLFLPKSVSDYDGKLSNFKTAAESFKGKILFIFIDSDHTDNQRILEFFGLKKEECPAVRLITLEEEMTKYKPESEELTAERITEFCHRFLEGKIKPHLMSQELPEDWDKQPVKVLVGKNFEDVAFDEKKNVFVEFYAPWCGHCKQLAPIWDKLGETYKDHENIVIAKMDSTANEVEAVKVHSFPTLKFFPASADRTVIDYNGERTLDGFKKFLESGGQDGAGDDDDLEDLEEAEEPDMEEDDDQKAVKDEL
Exocytosis inh: LAMP-1 surface exposure blockers, TALL-104 cells – cell-based, flow cytometry, MLPCN library, primary screen. AID 651702, 2012. inhibition, % at 10 µM. TALL-104 LAMP-1 surface exposure; cells stimulated with thapsigargin and PMA. 0.66% of 360,000 active;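 active = inhibition above about 55%, limit read from the data; inconclusive = no clear call, values can overlap the other calls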
An asterisk follows results filed as active; ? = inconclusive; . = no result given.

SMILES	NR2E3 ag-1	Vif inh	Peg3 promoter	aDG glyco act	MITF TRPM1 inh	HIF-2a block	CaV13 ICDI inh	iPSC survival up	NR2E3 ag-2	PDI inh	Exocytosis inh
N#Cc1ccc(-c2cccnc2)nc1SCc1ccc(Cl)cc1Cl	3	7	43	0.1	-12	7	-3	-2.5	-3	-5	0
CC(C)(C)n1cnc2cc(NC(=O)c3ccco3)ccc21	-107	-4	-213	-0.1	-98	-146	-3	-0.8	0	-3	10
CCN(c1ccc(NC(=O)CN2C(=O)NC3(CCOc4ccccc43)C2=O)cc1)C(C)C (stereo unspecified)	-4	5	-13	-0.3	10	-6	-5	-3.1	-2	18	2
Cn1cccc1Cc1nnc(SCC(=O)NCc2ccc3c(c2)OCO3)n1CCc1ccccc1	18	.	12	0.1	-3	-7	-10	0.4	5	5	4
CC(C)(C)c1ncc(S(=O)(=O)c2ccc(C(F)(F)F)cn2)c(N)n1	-26	0	13	0.3	2	21	-5	0.1	2	-2	-5
CN1CCN(c2sc(S(C)(=O)=O)nc2S(=O)(=O)c2ccc(Cl)cc2)CC1	-6	18	22	3.1	36	8	-3	-0.5	0	3	6
COc1ccc(CCN2C(=O)CSC2c2cccc([N+](=O)[O-])c2)cc1OC (stereo unspecified)	-5	-8	14	0.1	2	12	-5	-0.4	3	1	5
Nc1c(S(=O)(=O)c2ccccc2)csc1C(=O)O	9	3	5	0.0	-11	6	-4	1.0	6	2	2
COc1ccc(NC(=O)Cn2nnc(C(=O)NCc3ccco3)c2N)c(OC)c1	-15	-4	8	0.0	5	14	-5	0.8	3	5	0
COc1cccc(CNS(=O)(=O)/C=C/c2ccc(OC)c(OC)c2)c1	15	-3	5	0.7	-4	11	-7	1.8	0	4	1
Cc1c(C)c([N+](=O)[O-])c(C)c(C)c1N	-2	8	8	0.1	-9	19	-7	-0.7	.	2	-3
O=C(N/N=C/c1ccccn1)c1sc2ccccc2c1Cl	-50	2	-51	-0.4	19	-79	-3	-0.5	-2	-10	60*
Cc1ccc(N2C(=O)c3cccc4c([N+](=O)[O-])ccc(c34)C2=O)c2cccnc12	-16	2	63*	0.5	74*	20	-4	4.6	0	-3	13
CC(=O)c1cccc(NC(=O)C2=CC(c3ccc4c(c3)OCO4)=NS(=O)(=O)N2C)c1	13	-8	7	-0.1	2	-1	-37	-0.5	1	-1	4
CSc1ccc(/C=N/N2CCN(Cc3ccc(Cl)cc3)CC2)cc1	-11	2	3	-0.7	13	11	5	-0.1	0	-3	-1
S=C(Nc1ccc(Cl)cc1)N1CCOCC1	7	13	0	0.2	-3	-7	-4	-2.0	-4	-2	0
CCOC(=O)C1CCN(c2nc3ccccc3nc2C(C#N)C(=O)OCCOC)CC1 (stereo unspecified)	-22	.	23	-0.2	-24	18	.	-0.1	3	-10	1
CC(Oc1cccc(Cl)c1)C(=O)NC1CC(C)(C)NC(C)(C)C1 (stereo unspecified)	-10	17	-1	-0.2	-1	-1	-5	0.6	2	-2	15
CCCc1nc2ccc(NC(=O)NCCC(=O)OCC)cc2c(=O)n1Cc1ccc(Cl)cc1	-9	-8	-2	0.2	-20	-25	-4	1.2	1	-3	2
Cn1cc(S(=O)(=O)N2CCCC2)cc1C(=O)NCc1ccc(Cl)cc1	5	?	14	-0.2	.	12	-10	5.8	5	.	0
CC1CCCCC12NC(=O)N(CC(=O)OCc1cccc(F)c1)C2=O (stereo unspecified)	-2	-5	6	0.1	2	10	-6	-0.5	5	1	4
COC(=O)c1ccc(COc2ccccc2/C=C/C(=O)c2ccc(OCC(=O)O)cc2)cc1	6	0	-7	-0.1	-2	-8	-2	-0.2	1	-4	1
C#Cc1ccc(NC(=O)C2(C)CCN2C(=O)C2(c3ccccc3)CCCC2)cc1 (stereo unspecified)	-19	-12	19	-0.1	.	16	-11	0.0	.	7	16
C=CCn1c(-c2ccc(Cl)cc2)c[nH]c1=S	-10	4	-51	0.3	4	-121	-6	-0.8	1	-6	1
COc1ccc([C@H]2CC(=O)C[C@@H](CCn3cc(-c4ccccc4)nn3)O2)cc1	-20	.	.	0.0	.	9	-9	-0.4	.	.	4
Cc1ccc(C)c(S(=O)(=O)N2CCN(C(=O)c3ccccc3Cc3ccccc3)CC2)c1	11	4	26	-0.1	7	13	-6	0.2	1	3	8
CSc1ncccc1C(=O)OCC(=O)Nc1ccc2c(c1)OCO2	10	1	-1	-0.1	-11	10	-1	10	-5	-13	-8
CN(C(=O)COC(=O)/C=C/c1ccc(Cl)c(Cl)c1)c1c(N)n(Cc2ccccc2)c(=O)[nH]c1=O	-5	-2	-5	-0.2	-12	-1	-2	-0.6	1	19	3
O=C(COC(=O)c1cc(S(=O)(=O)N2CCOCC2)ccc1Cl)NCc1ccccc1	-3	7	15	-0.1	3	3	-6	-0.3	.	7	-8
O=C(CNS(=O)(=O)c1ccc(Br)cc1)N1CCN(c2ccc(F)cc2)CC1	-15	-14	10	1.2	-6	11	-8	0.5	3	4	6
Nc1nc(NCc2ccco2)nn1-c1ccccc1	-6	0	-32	0.1	-5	-48	-4	-3.9	3	5	0
NCCCCCC(=O)O	11	-6	-2	-0.5	4	0	-5	-0.4	0	-1	-1
Cc1ccc(C)c(C(=O)COC(=O)c2cc(Cl)nc3ccccc23)c1	4	-32	-74	1.2	2	-40	-6	0.4	0	5	1
O=C1OC(N2C(=O)CC[C@H]2C(=O)NCC2CCCO2)c2ccccc21 (stereo partly specified)	-28	-3	10	-0.1	1	7	.	1.3	1	.	6
COc1cccc(OCCNc2cc(N3CCOCC3)ccc2[N+](=O)[O-])c1	-44	-7	-127	0.2	-28	-150	-5	-0.2	0	4	-6
COC(=O)c1ccc(COC(=O)C2CC(O)CN2S(=O)(=O)c2ccc([N+](=O)[O-])cc2)cc1 (stereo unspecified)	-40	-5	-41	0.3	-5	-88	-2	-1.1	2	12	-15
COc1ccccc1CNC(=O)[C@@H]1CCCN1S(=O)(=O)c1ccc(Cl)cc1	-7	12	11	0.2	-1	9	-3	-0.2	0	-1	17
CN(Cc1ccccc1)Cc1c(O)ccc2ccccc12	-6	4	4	-0.1	17	-4	-5	-0.8	-2	-8	1
O=C(O)CCN(CCC(=O)O)c1ccccc1	-10	.	4	0.0	5	9	0	-0.2	-6	3	1
CC1=C(c2ccccc2)C=NNCC1=O	-20	0	4	-0.1	-3	0	-10	1.0	.	-8	-2
O=C(NCc1ccccc1OC(F)(F)F)C1CCC(=O)N(CCCN2CCOCC2)C1 (stereo unspecified)	18	-7	11	0.0	.	17	-5	-2.5	.	-1	15
CS(=O)(=O)N1CCN(C(=O)Cc2ccc(Br)cc2)CC1	-17	22	10	0.1	-5	10	-20	3.9	4	6	1
Cc1ccc(S(=O)(=O)NCc2ccccc2)cc1C(=O)N1CCN(S(=O)(=O)c2ccccc2)CC1	-12	.	15	-0.1	0	16	-2	0.9	.	-4	0
CCN(c1ccc(N=Cc2c(O)n(Cc3ccc(OC)cc3)c(=O)c3ccccc23)cc1)C(C)C	7	5	-3	1.1	0	-6	-101	-0.5	.	2	-2
Cc1ccc(C2C(C#N)=C(N)Oc3cc(N)ccc32)cc1 (stereo unspecified)	-24	10	28	-0.1	-9	17	-6	-0.1	0	9	-21
COCCCn1c(-c2ccc(Cl)cc2)n[nH]c1=S	-10	9	-12	0.2	3	-34	-5	0.0	0	7	-2
COc1cccc(CNC(=O)CCNC(=O)N2CCn3c2nc2ccccc23)c1	15	-1	-3	-0.1	10	9	-15	1.4	0	-8	-2
Cc1ccc(C(=O)N2CCN(S(C)(=O)=O)C2)cc1	-3	0	10	-0.2	-5	21	.	5.9	2	1	2
O=C(NCc1ccc(F)cc1)C1CCCN(c2cnccn2)C1 (stereo unspecified)	-11	1	12	-0.3	4	2	-16	1.0	-1	0	-4
O=C1[C@H]2[C@@H](c3ccc(F)cc3)N3C(=O)N(c4ccc(C(F)(F)F)cc4)C(=O)[C@@]3(Cc3ccccc3)[C@H]2C(=O)N1C1CCCCC1	-26	-1	1	3.0	-5	3	-10	1.0	-1	5	8
C=CCCN([C@H](CO)Cc1ccccc1)S(=O)(=O)c1ccccc1Br	-65	-4	-108	0.2	-21	-83	-4	1.3	.	-2	-2
Cc1ccnc(SCCn2c(N3CCOCC3)nc3c2c(=O)[nH]c(=O)n3C)n1	4	2	8	-0.1	9	13	0	2.5	1	-10	0
CCOC(=O)c1c(C)[nH]c(C(=O)COC(=O)C2CC2C)c1C (stereo unspecified)	-123	-5	-264	0.3	-27	-186	.	-4.3	4	15	-4
CN(C)CC1CCCCC1OC(=O)/C=C/c1ccc(Cl)cc1Cl (stereo unspecified)	1	0	-7	1.5	-13	6	-2	-0.6	-2	7	1
O=C(NCCN1CCN(c2ccccc2)CC1)C1CCN(S(=O)(=O)c2cccs2)CC1	-21	-2	5	0.4	11	10	-3	0.2	.	8	0
Cc1cc(C)n(-c2ccc(C(=O)O)cc2[N+](=O)[O-])n1	5	-4	-9	-0.5	7	10	-1	-0.8	2	2	0
Oc1ccccc1C1OCC2(CO1)COC(c1ccccc1O)OC2 (stereo unspecified)	-3	12	-3	-0.4	-17	11	-5	8.4	0	5	5
CCCS(=O)(=O)N1CCC(C(=O)NCCc2ccccc2)CC1	1	-2	-71	-0.1	-7	-38	.	-0.7	1	-2	-1
COc1ccc(-c2cnnc(N/N=C/c3ccc(OC)c(OC)c3)n2)cc1	-4	16	4	-0.3	-33	-24	-6	-0.7	3	-5	-4
O=C(N=Nc1c(O)[nH]c2ccc(F)cc12)c1ccc(NS(=O)(=O)c2cccs2)cc1	-7	28	-12	-0.6	3	3	-5	-2.8	1	-16	-3
CN(C(=O)c1cccc(NC(=O)c2ccccc2)c1)C1CCCCC1	-25	-2	14	0.0	16	15	-8	-0.4	4	-2	-6

From PubChem
